Lamin A splicing: modulators of lamin A splicing | HeLa LMNA splicing GFP/RFP minigene ratio, 48 h | Potency, µM (titrated, usually from 46.1 µM), without a hit: at the top dose ratio change, negative = inhibition, actives largely listed as inhibitors | hit rate 0.01% among 200,000 | AID 1487; active means well fitted inhibition curve with a large enough effect in the signal ratio, with a control signal flat, not every such curve was filed as active; inconclusive means small, poorly fitted or top-dose-only effect, or effect the other way, or a change in a side signal; the % refers to the signal ratio; further: potency means the concentration at half of the fitted maximal effect; on the % scale 0 is the no-effect control and ±100 the full control effect
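S3 HeLa stable clones carrying a lamin A-EGFP splicing minigene plus DsRed2 were seeded at 600 cells/well in Opti-MEM with 2% FBS, pin-dosed and incubated 48 h at 37°C. Acumen cytometry (488 nm) gave the GFP/RFP total-intensity ratio.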
HTT ATP protect: cytoprotection in Huntington HTT-Q103 PC12 cell model; PC12 HTT-Q103 induced, cytoprotection, ATP luminescence, 40 h; Potency, µM (titrated, usually from 56.4 µM), inactives show cytoprotection (ATP increase), actives largely listed as activators; hit rate 0.14% among 230,000; AID 1471;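 further: potency means the concentration at half of the fitted maximal effect; % of control where 0% means no effect; nearly all actives have a fitted effect of over 45% in size; toxic huntingtin expression switched on by the ecdysone agonist tebufenozide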
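PC12 cells stably carrying ecdysone-inducible Htt exon 1 (Q103)–GFP were induced with 100 nM tebufenozide (final) alongside library compounds in a dose series. Cytoprotection was scored as retained ATP by ATPlite luminescence.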
IMPase Li inh: cell-permeable IMPase inhibitors with lithium potentiation. CHO-M1 cells, IP1 TR-FRET (IP-One), carbachol + lithium. Potency, µM (doses to about 59.4 µM), inactives show at the top dose activity, negative = IMPase inhibition, usual class: inhibitors. hit rate 0.35% among 210,000;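 further: IP1 builds up when IMPase is blocked and the TR-FRET signal falls; potency means the concentration at half of the fitted maximal effect; plate controls were basal vehicle for no effect and high inhibitor control for full effect; nearly all actives have a fitted effect of over 50% in size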
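CHO cells stably expressing M1 receptor (2000/well, cultured 16–30 h) treated 30 min at 37C with compound plus low lithium. Cytosolic IP1 by TR-FRET (665/620 ratio and 620 channel) after 10 min lysis; AC50 by Hill fit.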
Luc counter: blocks Kinase-Glo luciferase, a counter-screen artifact; Kinase-Glo luciferase, ATP luminescence, 8 min; Potency, µM (top dose mostly 38.3 µM), without a hit: top-dose activity change, negative = inhibition, usual class: inhibitors; hit rate 0.28% among 200,000; Q27757; further: potency means the concentration at half of the fitted maximal effect; on the % scale 0 is the no-effect control and ±100 the full control effect; nearly all actives have a fitted effect of over 60% in size
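Recombinant Kinase-Glo luciferase, 10 uM ATP (linear range), luciferin; imidazole pH 7.2 / KCl / MgCl2 / Tween / BSA buffer; 8 min RT; luminescence.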
SMN2 splice enh: SMN2 splice variant enhancement | HEK293 SMN2-luciferase splicing reporter, luminescence, 30-36 h | Potency, µM (doses to about 46.1 µM), without a hit: at the top dose activity change, positive = activation, actives largely listed as activators | hit rate 2.8% among 210,000 | AID 1458; further: potency means the concentration at half of the fitted maximal effect; % of control where 0% means no effect; nearly all actives have a fitted effect of over 55% in size
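HEK293 cells carry an SMN2 […]–luciferase reporter in which exon 7 inclusion puts luciferase in frame. Cells were plated 10-12 h before compound addition, then incubated 30-36 h at 37C. ONE-Glo luminescence was read; sodium butyrate at 4.5 mM final served as control.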
CBFb-RUNX1 inh: inhibitors of human CBF-beta and RUNX1 interaction. Q01196+Q13951. AlphaScreen CBFb-His/RUNX1-biotin binding, biochemical. Potency, µM (highest dose often 59.8 µM), for the others: at the top dose activity, negative = inhibition, usual class: inhibitors. 230,000 tested, under 10 active. AID 1477; further: % of control where 0% means no effect
Target sequence (Q01196 whole entry, looked up): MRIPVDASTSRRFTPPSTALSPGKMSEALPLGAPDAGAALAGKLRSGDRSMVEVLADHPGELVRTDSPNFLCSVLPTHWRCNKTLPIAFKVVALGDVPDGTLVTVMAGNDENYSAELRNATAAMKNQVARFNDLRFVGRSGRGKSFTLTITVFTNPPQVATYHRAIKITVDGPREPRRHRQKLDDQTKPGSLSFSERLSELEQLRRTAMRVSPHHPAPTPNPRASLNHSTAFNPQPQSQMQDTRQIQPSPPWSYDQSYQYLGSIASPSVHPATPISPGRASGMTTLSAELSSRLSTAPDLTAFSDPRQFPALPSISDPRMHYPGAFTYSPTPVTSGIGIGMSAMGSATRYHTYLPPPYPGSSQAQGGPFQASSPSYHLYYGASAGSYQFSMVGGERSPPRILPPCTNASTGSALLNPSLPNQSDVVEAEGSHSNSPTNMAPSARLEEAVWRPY
Target sequence (Q13951 whole entry, looked up): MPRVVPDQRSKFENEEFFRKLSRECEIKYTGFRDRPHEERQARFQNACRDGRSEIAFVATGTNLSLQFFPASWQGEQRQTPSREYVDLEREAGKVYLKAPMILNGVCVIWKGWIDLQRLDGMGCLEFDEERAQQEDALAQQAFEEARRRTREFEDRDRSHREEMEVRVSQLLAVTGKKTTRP
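Inhibition was taken as any reduction in AlphaScreen signal from the CBF-beta–RUNX1 pair (His and biotin tags, 30 nM each), measured after compound (15 min) and bead (90 min) incubations at room temperature.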
HttQ103 aggreg: reduces HttQ103-GFP aggregates in PC12 cells; PC12 HttQ103-GFP aggregates, Acumen cytometry, 40 h; Potency, µM (doses to about 46.1 µM), for inactives: at the top dose activity change, negative = inhibition, usual class: inhibitors; hit rate 1.1% among 220,000; further: potency means the concentration at half of the fitted maximal effect; on the % scale 0 is the no-effect control and ±100 the full control effect; nearly all actives have a fitted effect of over 60% in size
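Using laser scanning cytometry, GFP-positive aggregates were counted after lysis of PC12 cells induced with 100 nM tebufenozide to express HTT exon 1 Q103–GFP. Compounds were tested in titration.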
The depositor's hits bear a star; ? = inconclusive; . = no result given; [ ] = another dose, or the depositor's remark. Unless noted, the call rests on the fitted dose curve; in most records, active means well fitted curve in the direction sought with a large enough effect; inconclusive means small, poorly fitted or top-dose-only effect, or another doubt; inactive means no such curve, though single readings can be large; an effect the other way counts as inactive or inconclusive.

Each structure is followed by: CBFb-RUNX1 inh, Luc counter, SMN2 splice enh, HTT ATP protect, Lamin A splicing, IMPase Li inh, HttQ103 aggreg
1) CC(=O)NCCC(=O)N1CCc2c([nH]c3ccccc23)C1c1cccc(C)c1 (centres undefined)
    -7%, 1%, 8%, 7%[10 µM], ., 15%, 7%[9.22 µM]
2) CCn1c(SCC(=O)N2CCOCC2)nc2ccccc21
    -15%, 4%, ., -3%[10 µM], ., 7%, 0%[9.22 µM]
3) COC(=O)c1cc(OC)c(OC)cc1NC(=O)c1c(-c2ccccc2)noc1C
    1%, 7%, ?, -8%, 4%, 32%[38.3 µM], -2%
4) COc1ccc(-c2cc(C(F)(F)F)nc(SCC(=O)NCCN3CCOCC3)n2)cc1OC
    -3%, 2%, 4%, 10%[10 µM], -5%, -3%, 18%
5) CC(C)N(N=Nc1ccc([N+](=O)[O-])cc1)C(C)C
    -21%, -4%, -1%[1.84 µM], 24%[10 µM], -3%, 4%, 18%
6) C=CCn1c(SCC(=O)N2CCN(c3ccccc3)CC2)nnc1-c1ccco1
    -7%, -1%, -31%[inhibitor], 0%, -10%, 4%[38.3 µM], 5%
7) Cc1ccccc1-n1c(=S)[nH]c2nc3c(cc2c1=O)COC(C)(C)C3
    6%, ., ., 0%[10 µM], ., ., 8%[9.22 µM]
8) O=C(CCNC(=O)c1ccccc1Cl)Nc1cc(S(=O)(=O)N2CCOCC2)ccc1N1CCCC1
    3%, ., ., 0%[10 µM], ., ., -4%[9.22 µM]
9) COc1ccc2nc(NCCNC(=S)NCCCN3CCOCC3)c(C#N)cc2c1
    -3%, 2%, -31%[inhibitor], -48%, ., 0%, 11%
10) CCCC(=O)Nc1nc2nc(C)cc(=O)n2[nH]1
    4%, -4%, -7%, -6%, -7%, 16%[38.3 µM], 16%
11) Cc1nn(Cc2ccc(Cl)cc2Cl)c(C)c1NC(=O)c1nn(C)cc1Cl
    -3%, 2%, 2%, -3%, 13%, 13%[38.3 µM], -2%
12) Cc1onc(-c2c(Cl)cccc2Cl)c1COC(=O)c1ccc(Cl)cc1[N+](=O)[O-]
    -29%, ., ., 13%[10 µM], ., ., -17%[9.22 µM]
13) O=C(NNC1=NS(=O)(=O)c2ccccc21)c1ccccc1Cl
    0%, 1%, ., -16%[10 µM], ?, 5%, -18%[9.22 µM]
14) COC(=O)c1nnn(-c2nonc2N)c1CSc1nc2ccccc2o1
    6%, 5%, -10%, -15%, -25%, 6%[38.3 µM], -10%
15) O=[N+]([O-])c1ccc(-c2nn(-c3ccccc3)cc2/C=N/n2c(-c3ccncc3)n[nH]c2=S)cc1
    -2%, ., ., -22%[10 µM], ., ., -8%[9.22 µM]
16) CCOC(=O)c1nnc(-c2ccccc2)nc1Sc1ccccc1Cl
    -1%, -1%, -14%, ?, ?, 20%[38.3 µM], 0%
17) Cc1ccc(S(C)(=O)=NC(=O)NC(=O)c2c(F)cccc2Cl)cc1 (centres undefined)
    6%, ., ., 1%[10 µM], ., ., -2%[9.22 µM]
18) COc1ccccc1NC(=O)N1CCN(c2ncccn2)CC1
    4%, 1%, -17%, 10%[0.074 µM], 1%, 7%[38.3 µM], -3%
19) C=CCNC(=O)COC(=O)c1cc(S(=O)(=O)N2CCOCC2)ccc1N1CCCCC1
    2%, -1%, 5%, -20%, -1%, 32%[activator][38.3 µM], 26%
20) Cc1ccc2cc(C)c(SCC(=O)NCc3ccco3)nc2c1
    -13%, -1%, -12%, -42%[inhibitor], ?, 8%, 8%
21) O=C(O)c1cn(-c2ccc(F)cc2)c2cc(N3CCNCC3)c(F)cc2c1=O
    7%, 0%, -23%, 7%, ?, -4%, 4%
22) O=C(O)/C=C/c1ccc(S(=O)(=O)N2CCCCCC2)cc1
    5%, 0%, 6%, -45%[inhibitor], -5%[46 µM], -5%, -13%
23) COCCN(Cc1cc2cc(C)ccc2n2nnnc12)C(=S)Nc1ccc(C)cc1
    1%, 0%, -1%, 26%, ?, 3%, -28%
24) COc1ccc(S(=O)(=O)NCC2CCCN(C(=O)CN3CCCCC3)C2)cc1 (centres undefined)
    8%, -9%, ., 13%[10 µM], 5%[46 µM], 4%, 0%[9.22 µM]
25) CNC(=O)CCSSCCC(=O)NC
    -7%, 1%, 9%, -7%, ?, -2%, 4%
26) COc1cc(OC)c2c(c1)S(=O)(=O)C(c1ccccc1)=C2N
    -1%, -1%, -33%[inhibitor], -22%, ?, -6%, -7%
27) O=C(CCS(=O)(=O)c1ccccc1)Nc1ccc(N2CCOCC2)cc1
    -9%, -1%, 7%, ., ., 0%, 16%
28) CC(=O)N(C(C)=O)c1nc2nc(C)cc(C)n2n1
    14%, 2%, -16%, 2%, -22%[46 µM], -10%, -5%
29) C=CCNC(=O)c1onc(CSc2ccncc2)c1C(=O)NCC=C
    5%, ., ., 13%[10 µM], ., ., -28%[9.22 µM]
30) COC(=O)C1C(O)=C(C=Nc2ccc3ccccc3c2)C(=O)CC1(C)C (centres undefined)
    -8%, 1%, ?, -61%[inhibitor], ., 10%, 26%
31) CCN(c1ccccc1)S(=O)(=O)c1ccc(OCC(=O)Nc2cc(C)on2)cc1
    -3%, 3%, 18%, 2%[10 µM], 2%, -2%, 10%
32) O=C(c1cc2c(ccc3ccccc32)oc1=O)N1CCCC1
    4%, 0%, -18%, -14%, -1%, -9%[38.3 µM], -5%
33) CC(C)(C)NC(=O)c1ccc2c(c1)N(CC(=O)N1CCN(c3ccccc3F)CC1)C(=O)C(C)(C)O2
    3%, -2%, 9%, -22%[10 µM], 0%, -1%[38.3 µM], 8%
34) CCCCc1ccc(NC(=O)CC(C)C)cc1
    9%, -6%, ?, ., 12%[46 µM], 5%, .
35) O=C(COc1ccc(/C=N/NC(=O)c2ccc(O)cc2)cc1)Nc1ccc([N+](=O)[O-])cc1
    -2%, 1%, -18%, 18%[10 µM], -1%, -6%, 23%
36) O=C(CCC(=O)N1CCOCC1)Nc1nnc(C2CCCCC2)s1
    -1%, 3%, -3%, -11%, 4%, -9%[38.3 µM], -8%
37) O=C(c1ccccc1)c1cccn1CC(=O)N1CCN(C2CCCCC2)CC1
    -1%, -1%, -12%, -9%, 2%, -10%[38.3 µM], 6%
38) CCC(=O)/C=C1/Sc2ccc(OC)cc2N1CC
    -3%, -1%, -15%, 18%, 14%, 0%[38.3 µM], -15%
39) COc1ccc(C2NC(=O)C(C#N)=C(S)N2c2ccccc2)cc1OC (centres undefined)
    6%, -1%, ., 13%[10 µM], 22%[46 µM], 2%, 8%[9.22 µM]
40) COc1ccccc1CC(=O)N1CCN(c2cccc(C(F)(F)F)c2)CC1
    2%, -2%, -55%[inhibitor], 11%[10 µM], ?, 9%[38.3 µM], 13µM*
41) O=C(Nc1ccccc1F)c1ccc2nc(N3C(=O)CCC3=O)sc2c1
    2%, 2%, 11%, -10%, 9%, 12%[38.3 µM], -6%
42) CC(=O)Oc1ccc2c(c1)C(=O)c1ccccc1CO2
    -6%, -4%, -32%[inhibitor], 2%, -4%, -7%[38.3 µM], -3%
43) Nc1ccccc1SCC(=O)Nc1ccc(N2CCOCC2)cc1
    0%, -1%, -18%, -16%, 19%, -9%[38.3 µM], 16%
44) Cc1ccccc1NC(=O)C1Cc2ccccc2C(=O)O1 (centres undefined)
    6%, -5%, 9%, 5%[10 µM], -5%, -8%, -5%
45) O=C(Nc1ccc(-c2nc3c(ccc4ccccc43)o2)cc1)c1ccco1
    1%, -4%, -30%[inhibitor], 6%[10 µM], 8%, 1%[38.3 µM], ?
46) CCC(C)NCCOCCOc1ccc(Cl)c(C)c1C (centres undefined)
    3%, -1%, -30%, 25%[10 µM], -5%, 13%, -7%
47) CCSc1nnc(NC(=O)C2CCCCC2C(=O)O)s1 (centres undefined)
    -2%, -1%, 6%, ., 1%, -3%, ?
48) CC(C)Cn1c(CN(Cc2ccccc2)Cc2ccccc2)nc2c1c(=O)n(C)c(=O)n2C
    12%, 1%, -59%[inhibitor], 6%, ?, 43%[activator][38.3 µM], -10%
49) O=C(NCc1ccccc1)NC(=O)c1ccncc1
    2%, -7%, -24%, -11%, -5%, -3%[38.3 µM], -11%
50) COC(=O)CNC(=O)Cc1c(F)cccc1Cl
    11%, 3%, ?, 9%, 1%, 10%[38.3 µM], 3%
51) CCOC(=O)c1sc(NS(=O)(=O)c2cc(C)ccc2C)nc1C
    -5%, 1%, -2%, 7%, 2%, 18%[38.3 µM], 4%
52) O=C(c1cccc(S(=O)(=O)Nc2cccc(C(F)(F)F)c2)c1)N1CCCCC1
    3%, ., ., -28%[10 µM], -15%, ., -10%
53) CC(=O)Nc1ccc2nc3c(=O)n(C)c(=O)n(C)c3nc2c1
    -20%, ., ., 0%[10 µM], ., ., 2%[9.22 µM]
54) COc1ccc(CC(=O)NNC(=O)c2nn(Cc3ccccc3)c(=O)c3ccccc23)cc1OC
    2%, ., ., 4%[10 µM], ., ., 15%[9.22 µM]
55) COc1ccc(S(=O)(=O)N2CCSC2)cc1C
    -1%, ., ., 3%[10 µM], -16%, ., -22%
56) CC1(C)Cc2c(sc(NC(=O)c3ccccc3Cl)c2C(=O)O)CO1
    -2%, -1%, ., 0%[10 µM], ., 5%, 9%[9.22 µM]
57) CCCC(=O)Nc1nc2ccc(NC(=O)c3ccc(Br)o3)cc2s1
    5%, 4%, ?, -20%, ?, 46%[activator][38.3 µM], -4%
58) O=C(NNc1c2ccccc2nc2ccccc12)C(O)c1ccccc1 (centres undefined)
    -2%, ., ., -1%[10 µM], ., ., 10%[9.22 µM]
59) N#Cc1c(C(F)(F)F)cc(C2CC2)[nH]c1=O
    6%, -2%, -5%, -4%, -3%, 2%[38.3 µM], 8%
60) CCOC(=O)c1c(Nc2nc(C)c(C(=O)NC)s2)sc(C)c1C
    1%, 5%, 1%, 14%[10 µM], -9%, 5%, -1%

Following part:
Each structure is followed by: CBFb-RUNX1 inh, Luc counter, SMN2 splice enh, HTT ATP protect, Lamin A splicing, IMPase Li inh, HttQ103 aggreg
61) COC(=O)c1sccc1NC(=O)c1ccc(Br)o1
    7%, -4%, -22%, -13%[10 µM], 14%, -1%[38.3 µM], 1%
62) Cc1ccc(/C=N/N2CCOCC2)s1
    17%, -15%, 27%, -13%, ?, -4%, -1%
63) Cc1csc(NC(=O)CSc2ncn(-c3ccccc3)n2)n1
    8%, 1%, -3%, 4%, 11%, 1%[38.3 µM], 2%
64) COc1cc(NS(=O)(=O)N2CCCC2)cc(OC)c1OC
    13%, -4%, -14%, 22%[10 µM], -9%, 2%, -26%

Source: PubChem (National Center for Advancing Translational Sciences (NCATS))
